AID2073 = inhibitors of Mint1-CaV2.2 protein interaction, biochemical, HTRF (AID 2073). HTRF protein-protein interaction, Mint1-CaV2.2; higher % means a stronger effect. inhibition, % at 20 µM, or IC50 in µM where a hit was titrated. 290,000 compounds, 0.19% hits; in the data active means inhibition mostly above about 51%, no sharp cut-off; inconclusive means no clear call, values can overlap the other calls; inactive means mostly below about 53%; further: some results filed as inactive read as strong as hits
XIAP displacement = small molecules displacing peptide from XIAP – biochemical, IAP family, fluorescence polarization (AID 1018) | XIAP BIR domain, fluorescence polarization peptide displacement; higher % means a stronger effect | displacement, % at 20 µM; hits with a dose series show IC50 in µM | 200,000 compounds, 0.007% hits; in the data active means displacement above about 50%; further: a part of the inactive calls stands beside numbers as strong as those of hits
PMI inhibition = MPI inhibition at elevated mannose 6-phosphate – biochemical, fluorescence intensity, high mannose 6-phosphate, primary screen (AID 1220). recombinant PMI enzyme, coupled fluorescence intensity; higher % means a stronger effect. inhibition, % at 20 µM; hits with a dose series show IC50 in µM. 190,000 compounds, 0.66% hits
LYP phosphatase = inhibitors of LYP phosphatase, biochemical, fluorescence intensity, uHTS (AID 1779) | 290,000 compounds, 0.054% hits | inhibition, % at 11.5 µM, or IC50 in µM where a hit was titrated | recombinant LYP phosphatase, fluorescence intensity; higher % means a stronger effect;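 further: plate controls were vehicle with enzyme for no effect and no enzyme for full effect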
P. falciparum M17LAP = P. falciparum M17LAP inhibitors, primary screen, biochemical, fluorogenic H-Leu-NHMec substrate, 1536-well (AID 1619); recombinant M17LAP, H-Leu-NHMec fluorogenic kinetic assay; higher % means a stronger effect; 220,000 compounds, 0.38% hits; inhibition, % at 30 µM, or IC50 in µM where a hit was titrated;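 active means compound inhibiting the enzyme by more than half at any dose during confirmatory dose-response retesting; inconclusive means strong single-dose inhibitors picked by rank but not retested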;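 further: plate controls were full reaction with DMSO carrier for no effect and no enzyme background for full effect; strong numbers were not always called active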
P. falciparum M1AAP = malaria alanyl aminopeptidase activity blockers – biochemical, fluorogenic H-Leu-NHMec substrate, 1536-well (AID 1445); recombinant M1AAP, H-Leu-NHMec fluorogenic kinetic assay; higher % means a stronger effect; 220,000 compounds, 0.42% hits; inhibition, % at 30 µM, or IC50 in µM where a hit was titrated;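 active means primary inhibition above the hit cutoff, then over 50% inhibition at one or more dose response concentrations, cut at about 23% in these data, passing the limit was not always enough; inconclusive means conflicting primary data, or primary hits not chosen for dose response; inactive means low primary inhibition, or under 50% at every dose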;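 further: plate controls were DMSO full reaction for no effect and no enzyme background for full effect; strong numbers were not always called active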
Dynein transport = blocks dynein driven cargo transport along microtubules. z-score, hits read low. 3617.4 mouse cells, GR-EGFP nuclear translocation imaging; test concentration mostly 20 µM; stimulated with dexamethasone, 1 µM; stronger effect = lower value. 220,000 compounds, 0.47% hits;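 active means plate z-score of nuclear minus cytoplasmic receptor signal below a set negative limit, without overly bright fluorescence or cell loss, cut at about -3.5 in these data, passing the limit was not always enough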;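 further: z-score of nuclear minus cytoplasmic ring GR-EGFP intensity difference per well; some compounds called inactive have numbers as strong as hits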
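medium = tetracycline-free induction medium containing charcoal-stripped FBS | probe or stimulus = dexamethasone, 1.0 µM final | timing = 48 h induction, then 1 h compound, then 30 min agonist, 37 °C | detection = automated 10x imaging of fixed Hoechst-stained cells | read-out basis = nuclear versus cytoplasmic GR-EGFP signal, averaged per well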
SIAH1 antagonists = blockers of Siah-1 interaction with plectin peptide – biochemical, fluorescence polarization, rhodamine-plectin, uHTS, primary screen (AID 1817). 290,000 compounds, 0.02% hits. Siah-1 / rhodamine-plectin peptide fluorescence polarization; higher % means a stronger effect. one-dose displacement, % at 20 µM; IC50 in µM for titrated hits;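 active means displacement of at least 50% at 20 µM, with a fluorescence ratio check between 0.3 and a set limit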;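 further: plate controls were Siah plus tracer with DMSO for no effect and tracer alone without Siah for full effect; strong numbers were not always called active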
PMI inhibitors = inhibitors of human PMI, primary screen, biochemical, fluorescence intensity, coupled assay (AID 1209) | purified PMI enzyme, coupled fluorescence intensity; higher % means a stronger effect | inhibition, % at 20 µM; hits with a dose series show IC50 in µM | 190,000 compounds, 0.42% hits;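 further: plate controls were DMSO vehicle for no effect and wells lacking substrate for full effect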
Dynein transport cytoplasmic EGFP = recorded beside Dynein transport, whose call it bears; z-score; measured here: cytoplasmic GR-EGFP intensity; stronger effect = higher value
Dynein transport nuclear GR-EGFP = also measured in Dynein transport; calls as there; z-score; measured here: nuclear GR-EGFP intensity;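 lower value marks the stronger effect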
Dynein transport cell count = second read-out of Dynein transport, no call of its own (marks repeat the call); z-score; measured here: cell count per field
Numbers without * were called inactive; ? = inconclusive; nt = no result given. Unless noted, no stated cut-off is given here; in the data, active means inhibition above about 50%; inactive means the rest.

SMILES	AID2073	XIAP displacement	PMI inhibition	LYP phosphatase	P. falciparum M17LAP	P. falciparum M1AAP	Dynein transport	Dynein transport cytoplasmic EGFP	Dynein transport nuclear GR-EGFP	Dynein transport cell count	SIAH1 antagonists	PMI inhibitors
O=C1C(Cl)=C(N2CCCCC2)C(=O)C(Cl)=C1c1cnc(N2CCCCC2)s1	21%	-0.9%	-29%	2%	50%	29%	-4.9*	0.25*	-3.1*	-0.46*	41%	-47%
CCCCN1C(=O)C(O)=C(C(C)=O)C1c1ccccc1 (stereo unspecified)	7%	-0.6%	-8%	-7%	11%	4%	-0.31	0.43	-0.3	0.24	1%	-7%
Cc1cc(C)cc(NC(=O)CSc2ncc(S(=O)(=O)c3ccccc3)c(=O)[nH]2)c1	9%	-4.1%	-10%	4%	12µM*	10%	-0.23	-0.32	-0.57	0.03	1%	-9%
Cc1cc(-c2n[nH]c(=S)n2-c2ccccc2)nn1C	21%	-0.8%	13%	-1%	-13%	-3%	0.12	0.53	0.39	-0.44	0%	8%
Cc1ccc(Nc2ccc([N+](=O)[O-])nc2[N+](=O)[O-])cc1	35%	-2.3%	11%	0%	17%	10%	-0.68	-0.21	0.04	0.18	12%	11%
Cc1ccc(C(C)C)cc1S(=O)(=O)NCc1cccnc1	-2%	-3.6%	3%	0%	-1%	-1%	-0.72	-0.25	-0.16	-0.0025	-7%	2%
CC(C)c1nc2oc3c(N(C)CCO)ncnc3c2c2c1CCC2	-2%	nt	nt	-8%	5%	12%	-0.68	-0.31	-0.32	0.86	-3%	nt
COc1cccc(NC(=O)CCN2CCC(C(N)=O)CC2)c1	-1%	-1.6%	2%	2%	7%	0%	-0.36	0.064	0.088	0.33	0%	-1%
O=C(O)Cc1ccc(NC(=O)C2CC=CCC2C(=O)O)cc1 (stereo unspecified)	-2%	-3.7%	7%	-2%	11%	-8%	-0.2	-0.17	-0.094	0.32	7%	4%
O=C(CSC1=NCCS1)NC(c1ccccc1)c1ccccc1	-12%	-3.1%	-4%	1%	-6%	-2%	-1.6	-0.25	-1.1	0.88	7%	-3%
COc1cc(/C=N/N2CCOCC2)ccc1OCc1ccc(Cl)cc1	-6%	-4.8%	17%	0%	13%	3%	0.61	-0.0033	0.46	0.55	1%	11%
Cc1ccc(NC2=NCCC2)cc1Cl	-1%	-6.1%	-12%	-10%	10%	3%	-0.025	0.17	0.63	2.1	2%	-6%
CCn1c(=O)c(C(=O)CC#N)c(N)n(Cc2ccccc2)c1=O	15%	nt	nt	-2%	-1%	-5%	0.28	-0.26	0.087	0.49	11%	nt
Cc1cccc(OCCCC(=O)N2CCCc3ccccc32)c1C	-9%	-0.2%	3%	4%	0%	5%	1.7	-0.16	1.1	-0.37	6%	7%
COC(=O)c1cc(NS(=O)(=O)c2ccc(F)cc2)ccc1N1CCOCC1	-8%	nt	nt	-5%	-6%	5%	-1.1	-0.22	-0.43	0.1	4%	nt
Cc1ccccc1C(=O)NNC(=O)c1ccc(F)cc1	4%	5.0%	0%	-8%	14%	-4%	-0.79	-0.35	-0.16	0.59	-2%	2%
Cc1ccc(OCCCn2ccnc2)cc1C	-3%	-7.7%	1%	-2%	2%	-4%	-0.08	-0.28	-0.033	0.61	-3%	8%
O=C(CSc1n[nH]c(=O)n1Cc1ccco1)c1ccc(F)cc1	8%	nt	nt	-4%	12%	3%	-0.18	-0.3	-0.17	0.67	16%	nt
Cc1ccc(-n2cc(CN3CCC(CO)(Cc4cccc(C(F)(F)F)c4)CC3)cn2)cc1	4%	-0.5%	6%	-7%	-1%	-2%	0.96	-0.11	0.64	0.45	0%	10%
O=c1c2ccccc2nnn1CCO	-5%	-2.5%	12%	-7%	-2%	5%	-0.91	-0.22	-0.35	0.53	6%	7%
CCc1nc2c3cnn(-c4cc(Cl)ccc4C)c3ncn2n1	5%	-0.6%	4%	-9%	-3%	-2%	0.41	-0.23	0.18	-0.085	-2%	2%
CCOc1ccc(NC(=O)c2cc3c(C)nc4ccccc4c3o2)cc1	31%	-5.8%	15%	-2%	8%	-1%	-0.43	-0.21	-0.2	0.21	-1%	16%
COc1cc(/C=c2\s/c(=C(/C#N)C(=O)N3CCCC3)n(-c3ccccc3)c2=O)ccc1O	?	-9.9%	12%	3%	-11%	6%	-0.54	-0.06	0.14	0.031	0%	5%
O=C(Nc1nc2cc3c(cc2s1)OCCO3)c1ccncc1	15%	-4.1%	-12%	1%	9%	3%	0.13	-0.35	-0.43	0.61	-6%	-34%
N#C/C(=C\c1c(N2CCOCC2)nc2ccccn2c1=O)C(=O)NC1CCS(=O)(=O)C1 (stereo unspecified)	17%	nt	nt	-64%	-333%	18%	0.081	-0.21	-0.063	0.16	2%	nt

Additional results follow.
SMILES	AID2073	XIAP displacement	PMI inhibition	LYP phosphatase	P. falciparum M17LAP	P. falciparum M1AAP	Dynein transport	Dynein transport cytoplasmic EGFP	Dynein transport nuclear GR-EGFP	Dynein transport cell count	SIAH1 antagonists	PMI inhibitors
CCN1C(=C2C(=O)c3ccccc3C2=O)C=Cc2ccccc21	4%	-5.0%	6%	0%	30%	8%	0.68	-0.066	0.77	-0.41	-2%	8%
CC(C)CCNC(=O)C(=O)NCCC1=CCCCC1	-4%	1.2%	-9%	-1%	3%	3%	-0.36	-0.23	-0.12	-0.11	4%	-6%
O=C(c1cc(-c2ccccn2)nc2ccc(Br)cc12)N1CCN(S(=O)(=O)c2ccccc2)CC1	25%	-6.9%	-1%	-3%	2%	7%	0.11	1.2	0.47	0.49	-2%	-4%
Cc1n[nH]c(C)c1S(=O)(=O)N1CCC(C(=O)O)CC1	-2%	-2.4%	6%	-5%	1%	-8%	-0.34	-0.34	-0.15	0.35	5%	8%
Cc1ccccc1NC(=O)N1C2CCCC1CC(NC(=O)C(C)(C)C)C2 (stereo unspecified)	0%	-5.2%	10%	-9%	1%	4%	0.2	-0.12	0.38	-0.013	0%	3%
CCOC(=O)c1c(C)[nH]c(C(=O)OC)c1CCC(=O)OC	7%	-6.3%	-13%	-1%	-5%	-10%	1.1	-0.23	0.95	-0.83	-3%	-3%
Cc1cc(C)cc(N=C2SC(CC(=O)Nc3ccccc3)C(=O)N2CCN2CCOCC2)c1 (stereo unspecified)	-10%	-5.0%	6%	-1%	1%	6%	1.7	-0.28	1.5	-2.2	7%	3%
COc1cc([C@@H]2c3cc4c(cc3[C@H](O)[C@H]3COC(=O)[C@H]23)OCO4)cc(OC)c1OC	17%	-18%	-5%	-2%	-9%	5%	-0.95	-0.21	0.075	0.38	12%	-2%
O=C(Nc1nnc(-c2ccc(F)cc2)s1)Nc1ccccc1F	20%	nt	nt	-5%	4%	0%	-0.54	0.2	0.21	0.11	-2%	nt
CC(C)C(C(=O)NCC1CCCO1)N(Cc1ccco1)C(=O)CNS(=O)(=O)c1ccccc1 (stereo unspecified)	-1%	-0.5%	6%	-8%	-3%	-1%	-0.17	-0.095	0.19	0.34	3%	3%
CC(C)N(C(=O)COC(=O)[C@H](C)NC(N)=O)c1ccccc1	-2%	-2.1%	-3%	-4%	3%	1%	0.75	-0.4	-0.33	0.92	16%	-5%
O=C(NC(Cc1ccccc1)C(=O)N1CCCC1C(=O)O)c1ccccc1 (stereo unspecified)	1%	-6.6%	2%	-5%	10%	5%	-0.57	-0.15	-0.17	0.53	-3%	-6%
Cn1c(=O)n(CCc2ccccc2)c(=O)c2c1nc1n2CCCN1c1ccccc1	2%	-1.3%	1%	-6%	4%	10%	-0.78	-0.28	-0.47	0.62	-4%	3%
Cn1cc(CN2CCN(c3cnccn3)CC2)c(-c2cccc(Cl)c2)n1	2%	-1.2%	4%	-9%	0%	-1%	0.42	-0.28	0.14	0.38	1%	9%
COc1ccc(/C=C/C(=O)NC(C)CCc2ccccc2)cc1OC (stereo unspecified)	4%	0.2%	-2%	-4%	22%	5%	-0.15	-0.15	-0.012	0.56	-1%	2%
COc1cccc(-n2nc(C(=O)O)c3ccccc3c2=O)c1	-6%	-4.5%	-2%	-3%	-5%	2%	0.87	-0.15	0.61	0.046	-1%	4%
CCc1nnc(NC(=O)C2CCCN2S(=O)(=O)c2ccc(F)cc2)s1 (stereo unspecified)	-1%	-4.0%	-2%	-6%	6%	10%	-0.15	-0.11	-0.25	0.7	2%	4%
O=C1CCCc2oc3c(c21)CCCC3	16%	-5.9%	10%	-5%	9%	0%	-0.2	-0.35	-0.088	0.29	7%	-3%
Oc1c(C(c2cccs2)N2CCN(c3cccc(Cl)c3)CC2)sc2ncnn12 (stereo unspecified)	1%	0.3%	10%	7%	-10%	2%	-0.64	-0.17	-0.0025	0.011	2%	5%
CC(=O)N1CC2(C)CN(C(C)=O)CC(C)(C1)C2O (stereo unspecified)	0%	0.1%	12%	-8%	8%	0%	-0.096	-0.23	0.5	2.9	-1%	14%
CN(C)CCN(C(=O)/C=C/c1cccs1)c1nc2c(F)cc(F)cc2s1	11%	-0.9%	-16%	2%	8%	5%	-1.4	0.29	-0.21	0.31	8%	-12%
CCOc1ccc(NC(=O)Cn2nnc(C(=O)NCCc3ccc(OC)c(OC)c3)c2N)cc1	5%	0.0%	3%	-8%	53%	-2%	-0.76	-0.22	0.43	4.7	0%	4%
CCOC(=O)c1ccc(CC(=O)c2oc3cc(O)ccc3c2C)o1	19%	-6.0%	-31%	1%	2%	8%	-0.18	-0.25	0.0023	0.35	-3%	-24%
Cc1cc([N+](=O)[O-])nn1CC(=O)N/N=C/c1ccc(O)cc1O	4%	nt	nt	-5%	9%	4%	-0.94	-0.24	0.12	0.92	16%	nt
CCNc1nc(NC(C)(C)C)nc(N2CCCCC2)n1	-8%	-3.2%	3%	-11%	-4%	-4%	2.4	-0.18	1.5	-1.3	6%	4%
COc1ccc(/C=N/NC(=O)c2cc(Br)ccc2O)cc1Cn1cc(Cl)cn1	21%	-9.8%	-33%	1%	-3%	0%	-0.31	-0.21	0.16	0.88	-4%	-42%
CC(C)Cn1c(=O)c2c(nc3n2CCS3)n(C)c1=O	0%	nt	nt	-8%	6%	0%	0.44	-0.25	-0.11	0.11	-4%	nt
